Assay outcomes deposited in PubChem BioAssay by several laboratories.
bCat nuc transl – beta-catenin nuclear translocation modulation. HeLa beta-catenin nuclear translocation, immunofluorescence imaging. nuclear translocation activity, % at 5 µM. actives 0.3% (n = 190,000). AID 1665;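 active = nuclear translocation activity above 50% at 5 µM, with a well cell count of 50 or more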;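 note: per-cell ratio of nuclear to cytoplasmic median beta-catenin stain intensity; plate controls were DMSO negative control for no effect and GSK-3 inhibitor IX positive control for full effect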
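Assay system: human HeLa cells, native beta-catenin; doses: 5 µM primary, 0.02–20 µM confirmation; incubation: compound treatment 24 h, 37°C, 5% CO2; technique: fluorescence imaging of beta-catenin antibody stain plus DAPI; measure: % activation, nuclear-to-cytoplasmic median beta-catenin signal ratio per cell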
Autophagy HCS – modulators of autophagy; MEF GFP-LC3 puncta imaging; test concentration mostly 10 µM; actives 0.98% (n = 190,000); calls only at 10 µM (by protocol);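 active = percentage of spot-positive cells more than 3 SD above its plate mean, without a fluorescence outlier flag or 80% toxicity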;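 note: spot-positive cell cutoff set from DMSO-treated cells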
Hep lipid drop – hepatic lipid droplet formation modulation; AML12 mouse hepatocytes, oleate lipid droplets, BODIPY imaging; inhibition, % at 6.5 µM; actives 0.4% (n = 240,000);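 active = lipid droplet intensity inhibited by at least 50%, with more than 500 cells counted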
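Test system: AML12 mouse liver cells; schedule: overnight exposure; technique: high-content imaging of BODIPY-stained droplets and DAPI nuclei; read-out: % inhibition of corrected integrated BODIPY droplet signal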
T cell HTS – modulates CD8 T cell binding to vesicles; 2C CD8+ T cell-vesicle binding, flow cytometry; stronger effect = lower value; calls only at 7 µM; actives 0.068% (n = 330,000);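 active = response, share of CD8 T cells binding vesicles, and their 90th percentile fluorescence all below set limits, cut at about 80% in these data, passing the limit was not always enough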
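material = purified 2C TCR transgenic mouse naive CD8+ T cells | controls = Unloaded micro-vesicles (low), QL9 vesicles with 0.7% DMSO (high) | detection = cytometric PE anti-B7-1 and Alexa647 anti-CD8 signals after 1% paraformaldehyde fixation | incubation = binding step 1.5 h, 37 °C, antibody labelling 20 min, ice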
Salmonella PhoP GFP – inhibitors of PhoP regulon expression, primary screen, Salmonella Typhimurium, GFP reporter (AID 1863); S. Typhimurium PhoP-regulated promoter GFP reporter, 4 h; higher % means a stronger effect; inhibition, % at 50 µM; hits with a dose series show IC50 in µM; actives 0.16% (n = 300,000);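 active = inhibition over 29.93%, a cutoff 3 SD above the screen mean, later confirmed by dose response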;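 note: 0% = low Mg2+ inducing control and 100% = high Mg2+ repressing control; strong numbers were not always called active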
MT stabilize HCS – microtubule stabilizers in HeLa cells | % tubulin-high responders, % at 10 µM | HeLa tubulin immunostaining HCS, 24 h; share of cells brighter than vehicle mean+2SD | actives 0.83% (n = 200,000) | AID 2205;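 active = plate Z-score above 3 for both tubulin-high and condensed-nucleus cell shares, with cell loss under 80%, at 10 µM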;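 note: anti alpha tubulin signal scored within the nucleus-defined area of each cell; some results filed as inactive read as strong as hits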
CSM14.1 death rescue – protection against thapsigargin-triggered cell killing – 384-well, CSM14.1, ATP luminescence, primary screen (AID 1222); CSM14.1 thapsigargin-induced death rescue, ATP luminescence; higher % means a stronger effect; cellular ATP content (survival), % at 20 µM; hits with a dose series show EC50 in µM; 190,000 tested, under 10 active;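 active = EC50 below 50 µM in the dose-response confirmation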;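 note: death triggered by thapsigargin at about 15 µM added after 2 h compound pretreatment; cell ATP read after overnight thapsigargin exposure of roughly 18 to 22 hours; normalized against plate controls of thapsigargin alone and 5% DMSO vehicle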
Insulin prom up – MIN6 insulin promoter up-regulation; z-score at 5 µM; actives 0.3% (n = 190,000); MIN6 insulin promoter-GFP reporter, high-content imaging; stronger effect = higher value;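 active = z-score above 3 at 5 µM with at least 500 cells counted in the well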
Dynein transport – blocks dynein driven cargo transport along microtubules | 3617.4 mouse cells, GR-EGFP nuclear translocation imaging; test concentration mostly 20 µM; stimulated with dexamethasone, 1 µM; stronger effect = lower value | z-score, hits read low | actives 0.47% (n = 220,000) | AID 1381;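 active = plate z-score of nuclear minus cytoplasmic receptor signal below a set negative limit, without overly bright fluorescence or cell loss, cut at about -3.5 in these data, passing the limit was not always enough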;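 note: z-score of nuclear minus cytoplasmic ring GR-EGFP intensity difference per well; some compounds called inactive have numbers as strong as hits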
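Schedule: 48 h induction, then 1 h compound, then 30 min agonist, 37 °C. Buffer or medium: tetracycline-free induction medium containing charcoal-stripped FBS. Reagent: 1.0 µM final dexamethasone stimulus. Evaluation: nuclear versus cytoplasmic GR-EGFP signal, averaged per well. Signal: high-content fluorescence imaging after fixation.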
Dynein transport cytoplasmic EGFP – recorded beside Dynein transport, whose call it bears; z-score; measured here: cytoplasmic GR-EGFP intensity; stronger effect = higher value
Dynein transport nuclear GR-EGFP – further read-out of Dynein transport, marked with its call; z-score; measured here: nuclear GR-EGFP intensity;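 lower value marks the stronger effect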
Dynein transport cell count – second read-out of Dynein transport, no call of its own (marks repeat the call); z-score; measured here: cell count per field
Insulin prom up cell count – also measured in Insulin prom up; calls as there; cell count; measured here: cytotoxicity, nuclei count;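 total cells summed across four imaged fields per well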
Hep lipid drop cells 6.5 µM – second read-out of Hep lipid drop, no call of its own (marks repeat the call); cell count; measured here: cell count, cytotoxicity flag;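 cells counted across two imaged fields per well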
bCat nuc transl cell count 5 µM – second read-out of bCat nuc transl, no call of its own (marks repeat the call); cell count; measured here: cell count, cytotoxicity flag
T cell HTS vesicle-bound % – second read-out of T cell HTS, no call of its own (marks repeat the call); double positive events, %; measured here: CD8+ vesicle-bound cell fraction;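 binding gate set so that unloaded-vesicle control wells show 10% double positive cells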
MT stabilize HCS Hoechst-high % – recorded beside MT stabilize HCS, whose call it bears; % Hoechst-high responders; measured here: nuclear condensation Hoechst responders;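 share of cells brighter than vehicle mean plus two SD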
MT stabilize HCS cytotoxicity % – also measured in MT stabilize HCS; calls as there; toxicity, %; measured here: cytotoxicity by cell density;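 0% = mean cell density of plate MIN control wells and 100% = no cells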
Autophagy HCS cell loss 18 h – further read-out of Autophagy HCS, marked with its call; toxicity, %; measured here: cell loss, nuclei count;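 cell loss after 18 h compound exposure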
Starred values were filed as active, the others as inactive; i = inactive; / = no result given; & = joins results of further samples.

SMILES	bCat nuc transl	bCat nuc transl cell count 5 µM	Autophagy HCS	Autophagy HCS cell loss 18 h	Hep lipid drop	Hep lipid drop cells 6.5 µM	T cell HTS	T cell HTS vesicle-bound %	Salmonella PhoP GFP	MT stabilize HCS	MT stabilize HCS Hoechst-high %	MT stabilize HCS cytotoxicity %	CSM14.1 death rescue	Insulin prom up	Insulin prom up cell count	Dynein transport	Dynein transport cytoplasmic EGFP	Dynein transport nuclear GR-EGFP	Dynein transport cell count
C/C(=N/OC(=O)c1ccc(Cl)cc1Cl)c1oc(C)nc1C	-1.9	1182	/	/	14.7	654	i	22.3	-7.7%	/	/	/	/	0.15	1250	-0.0933	-0.242	-0.274	0.362
COC(=O)c1cc(Br)c(=O)n(CC(C)C)c1	-5.0	1232	i	10.8	-15.7	712	i	2.6	8.8%	2.3	3.3	6.5	0.6%	-0.14	1270	-0.409	-0.189	0.027	0.0659
CCN(CC(=O)Nc1ccc2c(c1)OCO2)Cc1nc2ccccc2c(=O)[nH]1	-4.9	1055	i	11.2	/	/	i	27.5	-5.6%	2.7	2.0	4.4	0.9%	-2.04	1162	0.968	0.235	1.45	-1.44
Cc1cc(C(=O)COc2ccccc2[N+](=O)[O-])c(C)n1C1CC1	-4.2	1131	i	10.4	4.0	668	i	48.9	-3.0%	1.3	1.2	3.2	/	-0.06	1309	-0.798	-0.302	-0.3	0.519
CSc1ccc(/C=C/C(=O)Nc2ccccc2)cc1	-0.3	1129	i	1.5	-4.3	780	i	39.1	-11.2%	2.3	2.4	6.3	-0.5%	0.14	1219	0.369	-0.214	-0.109	0.099
Cc1ccc(N2C(=O)C3C(C2=O)C2C=CC3C23CC3)cc1 (stereo unspecified)	-0.1	1161	i	49.6	/	/	i	34.7	6.3%	2.4	1.4	7.9	-2.0%	0.45	1127	-0.352	-0.204	0.0597	0.609
O=C(NC1CCCCC1)C(c1ccc2ncccc2c1)N(Cc1ccccc1)C(=O)c1cccs1 (stereo unspecified)	-2.8	1167	i	-15.5	-1.8	640	i	20.7	-0.7%	3.9	1.3	13.7	-2.1%	-0.15	1837	2.4	-0.159	0.855	-2.56
CC(C)NC(=O)CN(C)S(=O)(=O)c1ccc(F)cc1	-4.4	972	i	1.2	/	/	i	58.2	6.5%	1.7	2.7	3.3	0.1%	0.34	1517	-0.632	-0.241	-0.0695	1.04
COCc1nc(-c2cc(OC)c(OC)c(OC)c2)no1	1.2	1085	i	8.3	/	/	i	54.3	-8.9%	2.2	2.5	10.3	5.8%	0.52	1349	0.102	-0.179	0.576	-0.432
CCc1nnc(NS(=O)(=O)c2ccc(NC(=S)NC(=O)c3ccc(F)cc3)cc2)s1	0.2	1088	i	-17.3	19.6	705	i	6.9	-5.2%	1.6	2.3	11.2	-2.9%	0.13	1572	0.958	-0.25	0.57	-0.181
COC(=O)Nc1nc2ccc(C(=O)c3ccc(F)cc3)cc2[nH]1	65.5*	268*	/	/	-146.4	357	i	46.7	5.2%&-7.6%	/	/	/	-2.3%	-0.19	810	/	/	/	/
Cc1[nH][nH]c(=O)c1N=Nc1ccccc1	/	/	i	-12.6	/	/	i	26.4	6.1%	2.5	0.7	7.6	-3.4%	-0.62	956	0.939	-0.0135	0.583	-0.922
O=C(N/N=C/c1cccc([N+](=O)[O-])c1)c1cc2ccccc2o1	0.3	1070	i	-18.0	8.4	719	i	58.8	-17.5%	2.5	2.2	6.5	-0.5%	0.2	1340	0.751	-0.222	0.537	-1.46
O=C1CCCCC1Sc1nnc(-c2ccc3c(c2)OCO3)o1 (stereo unspecified)	-0.1	1115	i	2.6	-1.2	686	i	61.7	-2.7%	3.9	2.7	5.0	/	-0.16	1163	-0.599	-0.312	0.015	0.436
COc1ccc(/C=N/Nc2nnc(-c3ncc[nH]3)c3ccccc23)cc1	1.8	1309	i	1.1	/	/	i	41.8	10.7%	2.7	1.8	1.4	-0.9%	-0.18	1537	0.246	-0.222	-0.502	-0.157
CCOc1ccc(NC(=O)CSc2nnc(C)n2Cc2ccccc2)cc1	1.1	1070	i	32.4	-21.3	790	i	40.3	-4.5%	2.3	1.2	4.7	1.0%	0.35	1104	-0.55	-0.28	-0.337	0.455
Cc1ccccc1C(=O)N1CCC(C(=O)Nc2ccc3c(c2)OCO3)CC1	-2.5	1170	i	2.0	-6.1	565	i	50.0	0.2%	1.7	2.4	2.6	-2.5%	0.1	1380	-0.443	-0.325	-0.472	0.375
Cc1c(Cl)cccc1NC(=O)CNC(=O)c1ccc(F)cc1	-1.3	1077	i	-9.3	7.6	558	i	35.5	-6.6%	5.6	2.6	4.9	0.0%	0.45	1425	-1.46	-0.224	-0.523	1.11
CCN(CC)C(=O)c1csc(Nc2ccc(C)cc2)n1	0.2	1145	i	-17.9	/	/	i	23.5	2.1%	6.3	3.4	5.0	0.4%	0.07	1039	-0.74	-0.309	-0.142	0.414
CNC(=O)c1cc(Nc2nnc(C)c3ccccc23)ccc1OC	1.4	1232	i	-4.1	-1.0	813	i	33.1	-3.0%	1.3	1.3	7.0	-2.3%	0.18	921	0.255	0.184	0.494	0.0588
Cc1ccc(SCCC(=O)NCc2ccccn2)cc1	-1.3	1074	i	10.5	7.1	719	i	24.7	-2.5%	2.8	1.7	2.0	-1.3%	-0.46	1212	0.175	-0.248	-0.0688	0.272
COc1ccccc1N1CCN(C(=O)CCCC2=NS(=O)(=O)c3ccccc3N2)CC1	-0.6	1070	i	21.5	10.2	660	i	44.5	-4.6%	4.6	3.0	8.2	/	/	/	-0.0155	-0.178	0.21	-0.222
Cc1ccc(-c2[nH]c(-c3ccccc3)nc2SCC(=O)NCC2CCCO2)cc1 (stereo unspecified)	-1.4	465	i	-51.8	-56.3	735	i	21.1	1.1%	4.4	3.0	7.4	-0.8%	0.06	1010	-0.22	0.193	0.907	-0.365
CN(C)/C=N/C(=S)Nc1cc(Cl)cc(Cl)c1	0.1	1377	i	10.3	5.1	723	i	61.9	-11.4%	1.0	2.2	15.1	-1.4%	1.09	1283	2.9	-0.248	1.24	-0.948
COC(=O)c1sccc1-n1cccc1C(=O)C(=O)N1CCOCC1	0.9	1227	i	21.7	-15.2	711	i	25.5	2.4%	2.9	2.1	11.9	0.8%	0.93	1356	2.7	-0.145	1.82	-1.54
CC1CN(c2nc(-c3ccccc3)nnc2-c2ccccc2)CC(C)O1 (stereo unspecified)	-1.5	1474	i	0.3	/	/	i	15.6	-0.2%	1.5	1.3	0.4	-1.1%	-0.97	1296	0.65	-0.229	0.0828	0.0934
COc1ccc(/C=N/NC(=O)Cn2ccnc2C)cc1OC	-1.0	1286	/	/	-5.0	684	i	37.9	-8.3%	/	/	/	/	-0.25	1148	0.069	-0.275	-0.253	0.174
CC(=O)Nc1cc(C(=O)N2CCCC2)ccc1S(=O)(=O)c1ccc(Cl)cc1	/	/	i	0.0	21.6	843	i	59.1	12.4%	2.2	0.7	4.7	4.5%	0.05	860	0.75	0.193	0.39	0.3
C=CCN=c1sc(C(=O)OC)cc(=O)n1CC=C	0.9	1389	i	-11.5	/	/	i	17.0	1.7%	6.4	3.9	5.6	-0.8%	0.59	1555	-3.48	0.00906	-1.3	0.429
N#C/C(=C\c1cn(Cc2ccc(C#N)cc2)c2ccccc12)C(=O)NCc1cccs1	0.2	1028	i	4.3	1.2	614	i	14.7	-16.6%	1.6	1.4	6.3	0.3%	-0.69	1438	-0.519	-0.18	-0.203	0.422
N#Cc1nc(-c2ccco2)oc1NCCCn1ccnc1	-6.2	1127	i	20.0	0.3	690	i	21.4	2.4%	5.2	3.0	6.6	0.1%	0.8	688	-0.578	-0.355	-0.904	0.212
Cc1nn(Cc2ccc(Cl)c(Cl)c2)c(C)c1NC(=O)c1cn(-c2ccccc2)nc1-c1ccccc1	-0.9	1242	i	-6.4	-0.8	791	i	20.4	-5.0%	2.1	1.3	9.1	4.6%	0.22	752	0.76	0.46	0.946	-2.04
CC(C)(C)NC(=O)c1cccc(NC(=O)CSc2ccc(Cl)cc2)c1	-1.2	959	i	-7.8	-29.7	418	i	39.9	-9.4%	2.3	2.5	9.4	-1.2%	/	/	-0.711	-0.319	-0.621	0.587
